# Screens deposited in PubChem by several laboratories.
# GSK3beta inhib: human GSK3beta kinase inhibitors, primary screen, biochemical, cell-free homogeneous, HTS. GST-GSK3beta kinase, ADP-Glo luminescence, 60 min; hits give low values. hit rate 0.038% among 300,000. AID 2097, 2009. activity score (negative = inhibition), % at 10 µM. Glycogen synthase kinase-3 beta (Homo sapiens), P49841;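 active = more than half of replicate wells score below -50%, meaning over 50% inhibition versus plate controls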;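 also: 0% = median DMSO wells and -100% = median GW8510 positive control wells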
#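 Assay system: GST-tagged human GSK3beta kinase, cell-free; Input: 1.6 ng GSK3beta; Medium: Tris/MgCl2 kinase buffer; Timing: 60 min enzyme reaction, room temperature; Signal: ADP-Glo luminescence quantifying ADP generated by kinase; Evaluation: score relative to plate controls; Benchmarks: DMSO neutral wells and GW8510 at 20 µM as positive.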
# KCNK3 block: human KCNK3 channel inhibitors, primary screen, CHO cells, FluxOR thallium flux, B-score; hit rate 0.84% among 340,000; AID 602410, 2012; FluxOR fluorescence; hits give low values; B-score at 10 µM; Potassium channel subfamily K member 3 (Homo sapiens), O14649;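 active = B-score under library mean minus 4 SD, starting fluorescence ratio at most library mean plus 5 SD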;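 also: more negative B-score means stronger inhibition of thallium flux through KCNK3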
# PolyA inh: polyadenylation inhibitors in yeast reporter cells, primary screen, luminescence, S. cerevisiae. S. cerevisiae SKY197-pL101 polyadenylation reporter, beta-gal luminescence; efflux-impaired pdr1/pdr3 knockout yeast; score 100 = 6 SD above DMSO. calls only at 12 µM. hit rate 0.02% among 300,000. AID 1875, 2009;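 active = lowest replicate activity score at least 50, where 100 means six control SD above control mean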;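 also: yeast exposed to compound for 9 h at 30 °C; higher score means more reporter readthrough which indicates perturbed polyadenylation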
# GSK3 alpha inh: blockers of GSK3A enzyme activity – biochemical, luminescence, cell-free homogeneous, HTS, primary screen | hit rate 0.1% among 320,000 | Glycogen synthase kinase-3 alpha (Homo sapiens), P49840 | GSK-3 alpha kinase, ADP-Glo luminescence, 60 min | inhibition, % at 10 µM;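 in the data active = inhibition above about 50%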;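 also: GST-tagged GSK-3 alpha with peptide substrate and 25 µM ATP; 0% = DMSO neutral wells and 100% = GW8510 positive control wells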
# RGS4 act: RGS4 potentiators or activators, primary screen, cell-based, HEK293 M3R inducible RGS4, calcium flux; hit rate 0.92% among 310,000; AID 463111, 2010; carbachol calcium flux Fluo4; hits give low values; B-score at 10 µM;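 active = B-score of the integrated calcium signal more than 4 SD below the library mean, with starting fluorescence not abnormally high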;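 also: negative B-score means reduced calcium response which marks RGS4 activation or potentiation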
#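 test system = M3R-expressing HEK293 line, RGS4 induced by doxycycline | probe or stimulus = carbachol at ECmax as muscarinic agonist stimulus | timing = dye loading 30 min 37 °C, buffer rest 30 min RT | signal = calcium dye Fluo4 fluorescence | evaluation = B score from integrated fluorescence ratio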
# KCNQ1 pot: potentiators or activators of KCNQ1 channel, primary screen, cell-based, thallium flux, high-throughput | CHO-K1 KCNQ1, thallium flux FluxOR fluorescence; hits give high values | B-score at 10 µM | hit rate 0.35% among 310,000 | Potassium voltage-gated channel subfamily KQT member 1 (Homo sapiens), P51787;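 active = fluorescence ratio B-score, a plate-corrected score, at least three library SD, with initial intensity B-score within 5 SD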
#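 assay system = KCNQ1-transfected CHO-K1 cells | medium = assay buffer with matched DMSO | probe or stimulus = depolarizing K+/Tl+ stimulus, K2SO4 and Tl2SO4 each 12.5 mM in 5x stock | dosing = single dose | incubation = dye 90 min, compound 20 min, room temperature | detection = kinetic FluxOR fluorescence, 10 s baseline plus 110 s post-stimulus | evaluation = ratio B score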
# hERG rescue: hERG rescue from dofetilide block, primary screen, cell-based, CHO-hERG, FluxOR thallium flux, dofetilide IC70; dofetilide IC70 present; activation (rescue from dofetilide block), less the hit threshold, % at 10 µM; hit rate 0.51% among 310,000; AID 1511, 2009;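 active = activation above the mean of controls blocked by dofetilide plus 5 SD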;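 also: thallium influx through hERG after potassium depolarization seen as dye fluorescence rise; in these data hits start at about 4.7%; inactives centre near -7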
# Target sequence (Q12809 whole entry, looked up): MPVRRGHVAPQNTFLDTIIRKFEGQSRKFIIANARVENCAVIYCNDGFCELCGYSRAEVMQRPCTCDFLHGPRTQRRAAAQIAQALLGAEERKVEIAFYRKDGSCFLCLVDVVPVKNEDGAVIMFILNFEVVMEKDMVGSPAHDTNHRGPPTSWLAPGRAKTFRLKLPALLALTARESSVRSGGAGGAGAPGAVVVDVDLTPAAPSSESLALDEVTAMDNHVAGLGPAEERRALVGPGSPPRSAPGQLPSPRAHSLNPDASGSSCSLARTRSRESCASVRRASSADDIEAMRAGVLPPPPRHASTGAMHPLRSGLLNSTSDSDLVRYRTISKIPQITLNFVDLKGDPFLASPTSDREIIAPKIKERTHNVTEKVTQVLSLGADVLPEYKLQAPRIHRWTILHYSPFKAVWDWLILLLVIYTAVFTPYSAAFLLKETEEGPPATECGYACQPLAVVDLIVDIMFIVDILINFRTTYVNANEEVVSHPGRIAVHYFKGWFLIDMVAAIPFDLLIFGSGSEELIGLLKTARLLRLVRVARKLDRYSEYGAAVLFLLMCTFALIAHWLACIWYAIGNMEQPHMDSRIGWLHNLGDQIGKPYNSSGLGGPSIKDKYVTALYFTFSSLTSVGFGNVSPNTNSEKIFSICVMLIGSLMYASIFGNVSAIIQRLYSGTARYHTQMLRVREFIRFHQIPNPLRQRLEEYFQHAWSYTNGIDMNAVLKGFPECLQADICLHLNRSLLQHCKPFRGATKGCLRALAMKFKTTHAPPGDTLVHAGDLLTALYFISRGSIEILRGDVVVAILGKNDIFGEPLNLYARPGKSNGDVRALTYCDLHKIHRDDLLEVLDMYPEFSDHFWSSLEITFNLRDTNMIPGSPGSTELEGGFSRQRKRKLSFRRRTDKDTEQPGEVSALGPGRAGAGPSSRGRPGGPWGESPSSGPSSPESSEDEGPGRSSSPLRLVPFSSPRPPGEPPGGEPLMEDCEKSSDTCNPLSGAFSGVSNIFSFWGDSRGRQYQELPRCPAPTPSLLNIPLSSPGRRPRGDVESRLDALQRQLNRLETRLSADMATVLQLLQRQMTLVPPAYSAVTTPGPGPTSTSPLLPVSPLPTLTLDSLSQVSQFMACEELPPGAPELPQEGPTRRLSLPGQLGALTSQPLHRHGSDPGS
# RGS4 block: RGS4 inhibitors, primary screen, cell-based, HEK293 M3R inducible RGS4, calcium flux | Regulator of G-protein signaling 4 (Homo sapiens), P49798 | Fluo-4 calcium flux; hits give high values; triggered by carbachol at its EC20 | hit rate 0.45% among 310,000 | B-score at 10 µM;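 active = B-score, a plate-corrected calcium signal, over three deviations above library mean, with baseline fluorescence within five deviations of library mean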;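 also: RGS4 expression induced by doxycycline in cells with stable M3 receptor; B-score is computed from the integrated fluorescence ratio over baseline after carbachol; higher B-score means a larger calcium signal and so more RGS4 inhibition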
# KCNQ1 block: inhibitors of human KCNQ1 channel, primary screen, cell-based, thallium flux, high-throughput; Potassium voltage-gated channel subfamily KQT member 1 (Homo sapiens), P51787; CHO-K1 KCNQ1, FluxOR thallium flux fluorescence; hits give high values; B-score at 10 µM; hit rate 1.3% among 310,000;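 active = compounds whose thallium flux B-score, printed positive for inhibition, exceeds three library SD while starting fluorescence stays within three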;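 also: channel opened by potassium depolarization with thallium stimulus after 20 min compound exposure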
# Dyrk1A ADPGlo: rat Dyrk1A kinase inhibitors, primary screen, biochemical, single point, plate reader. Dual specificity tyrosine-phosphorylation-regulated kinase 1A (Rattus norvegicus), Q63470. ADP-Glo luminescence, NFATc1 peptide. inhibition, % at 12.5 µM. hit rate 0.43% among 310,000; in the data active = inhibition above about 50%;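 also: plate controls were vehicle with enzyme for no effect and no enzyme for full effect; many of its hits are not listed in these tables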
# KCNK9 inh: KCNK9 potassium channel inhibitors, primary screen, HEK293 cells, thallium flux; AID 488922, 2010; hit rate 1.2% among 310,000; Potassium channel subfamily K member 9 (Homo sapiens), Q9NPC2; FluxOR thallium flux fluorescence; hits give low values; B-score at 10 µM;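 active = ratio B-score over 3 SD below the library mean, with starting fluorescence within 5 SD of its mean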;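 also: negative B-score means less thallium flux so channel inhibition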
# Numbers without * were called inactive; i = inactive; x = not tested or not shown. These rows are one share of the data; the hit share may differ from the screen's.
SMILES,GSK3beta inhib,KCNK3 block,PolyA inh,GSK3 alpha inh,RGS4 act,KCNQ1 pot,hERG rescue,RGS4 block,KCNQ1 block,Dyrk1A ADPGlo,KCNK9 inh
COc1cccc(/C=C/C(=O)c2ccc[nH]2)c1,-2,i,i,1,i,i,-4,i,i,-1,i
CCOc1ccccc1OCCn1nnc2ccccc21,0,i,i,-6,i,i,-6,i,i,5,i
CCOC(=O)C(/C(N)=N/C(=O)Nc1ccccc1)=C(\C)O,-4,i,i,1,i,i,-6,i,i,x,i
COc1ccc(CCNC(=O)C2CC(c3ccccc3C(F)(F)F)=NO2)cc1 (stereo not drawn),0,i,i,-2,i,i,-10,i,i,6,i
O=C(c1ccc2c(c1)OCO2)N1CCC2(CC1)Oc1ccc(F)cc1C(=O)C21CC(c2ccccc2)=NO1 (stereo not drawn),-1,i,i,0,i,i,-2,i,i,1,i
CCCOc1ccc(CSCCNC(=S)Nc2ccccc2)cc1,-3,i,i,-1,i,i,-3,i,i,1,i
CCOc1ccc(OCC)c(NC(=O)CN2CCN(CC)CC2)c1,-22,i,i,3,i,i,-10,i,i,-3,i
COc1ccc(NC(=O)CCC(=O)N2CCOCC2)c([N+](=O)[O-])c1,-1,i,i,-3,i,i,-6,i,i,-1,i
CCN1CCN(C(=O)c2cn(CC)c3ccc(S(=O)(=O)N(C)C)cc3c2=O)CC1,-1,i,i,-2,i,i,-9,i,i,-5,i
Cc1cccc(N2CCN(C(=O)CNC(=O)c3ccccc3)CC2)c1C,-1,i,i,-5,i,i,-6,i,i,2,i
O=C(c1ccc(N2CCN(C(=O)c3ccccc3Br)CC2)cc1)c1cccc(F)c1,-1,i,i,-21,i,i,-10,i,i,-9,i
O=C(CNS(=O)(=O)c1ccc(F)cc1)N1CCOCC1,8,i,i,1,i,i,-2,i,i,15,i
CC(OC(=O)c1cccc(Cl)c1)C(=O)NC1CCCCC1C (stereo not drawn),0,i,i,2,i,i,-11,i,i,-6,i
COc1ccc(-c2c(C(F)(F)F)nn(C)c2NC(=O)CSCC(=O)O)cc1,2,i,i,0,i,i,1,i,i,x,i
Cc1ccc(NS(=O)(=O)c2c(C)[nH]c(C)c2C(=O)N2CCCCC2)c(Br)c1,-4,i,i,-1,i,i,-12,i,i,-4,i
Cn1c(SCCOc2ccccc2F)nc2ccccc2c1=O,0,-13*,i,2,-7.8*,i,-12,i,i,2,i
O=S(=O)(c1ccc(Cl)s1)N1CCC(Cc2ccccc2)CC1,5,i,i,0,i,i,-13,i,6*,-3,i
O=C(O)COc1ccccc1/C=N/NC(=O)c1cc(-c2ccc(Cl)cc2)nc2ccccc12,3,i,i,-3,i,i,-10,i,i,13,i
CCN1/C(=C2\C(=O)N(C)C(=S)N2C)C=Cc2cc(C)ccc21,1,i,i,9,i,i,-9,i,i,-3,i
CSc1ccccc1NC(=O)CN(C)CC(=O)Nc1cc(C)ccc1C,0,i,i,3,i,i,-11,i,i,-1,i
CCc1cc[n+](CC(=O)Nc2ccc(Cl)cc2Cl)cc1,-1,i,i,2,i,i,-9,i,i,-5,i
O=C(COc1ccc(/C=N/NC(=O)C(=O)N2CCCCCC2)cc1)Nc1ccccc1Cl,1,i,i,-3,i,i,-9,i,i,2,i
Cc1ccc(CN(C(=O)c2csnn2)C(C(=O)NC2CCCC2)c2ccco2)cc1 (stereo not drawn),-1,i,i,0,i,i,-11,i,i,-3,i
COc1ccc(N2C(=O)C(CN3CCN(C)CC3)C2c2ccccc2)cc1 (stereo not drawn),-2,i,i,9,i,i,-3,i,i,10,i
O=C(CN1CCCC1)Nc1ccc(-c2nc3cc(NC(=O)CN4CCCC4)ccc3o2)cc1,2,i,i,-2,i,i,-12,i,i,7,i
CCCN(C(=O)CSc1nc2cc(S(=O)(=O)N(CC)CC)ccc2o1)C1CCS(=O)(=O)C1 (stereo not drawn),-1,i,i,x,i,i,-10,i,i,-4,i
Cc1cc(N2C(=O)C(O)=C(C(=O)c3ccc(C)o3)C2c2cccs2)no1 (stereo not drawn),-1,i,i,2,i,i,-1,i,i,1,i
Cc1cc(C)c(C)c(S(=O)(=O)N[C@@H](C)C(=O)OC(C)C(=O)NC(N)=O)c1C (stereo partly drawn),2,i,i,-3,i,i,-12,i,i,-3,i
COP(=O)(/C=C/c1ccccc1)C(O)c1ccc(F)cc1 (stereo not drawn),2,i,i,-4,i,i,-5,i,i,5,i
Cc1nc(C#N)c(N/N=C/c2cccc(Cl)c2)o1,0,i,i,0,i,i,-11,i,i,2,i
COc1cc(/C=N/n2cnnc2)ccc1OC(=O)c1ccco1,6,i,i,x,i,i,-10,i,i,19,i
O=C(Nc1cccnc1)OCc1ccccc1,0,i,i,-1,i,i,-4,i,i,2,i
O=C(COc1ccccc1N1C(=O)C2C3C=CC(C3)C2C1=O)c1ccccc1 (stereo not drawn),0,i,i,1,i,i,-6,i,i,-1,i
Cc1nc(SCc2ccccc2)n[nH]1,2,i,i,1,i,i,-9,i,i,4,i
C[C@@H](NC(=O)[C@@H]1Cc2ccccc2CN1)C(=O)Nc1ccc2c(c1)OCCO2,-19,i,i,-18,i,i,-3,i,i,0,i
CCN1CCN(c2nc3c(c(=O)[nH]c(=O)n3C)n2Cc2ccccc2)CC1,-4,i,i,-1,i,i,-3,i,i,9,i
Cc1cccc(N2C(=O)N3[C@@H]4c5ccccc5OC[C@@H]4[C@@H](c4ccccc4)[C@@]3(C)C2=O)c1,-2,i,i,8,i,i,-14,i,i,7,i
COc1cccc(CNC(=O)CCC(=O)N2CCSc3ccccc32)c1OC,-3,i,i,-2,i,i,-9,i,i,1,i
CCN1CCC(O)(C#Cc2ccccc2)CC1,3,i,i,1,i,i,-1,i,i,-7,i
Cc1ccccc1NS(=O)(=O)c1ccc(OCC(=O)NCc2ccco2)cc1,1,i,i,-4,i,i,-6,i,i,-2,i
O=C(O)CSc1nnc(-c2ccco2)o1,1,i,i,1,i,i,-7,i,i,-9,i
O=S(=O)(Nc1nccs1)c1ccc(F)cc1,-1,i,i,-1,i,i,-7,i,i,2,i
COc1ccc(NS(=O)(=O)c2cccc(C(=O)NNC(=O)CNC(=O)c3ccccc3)c2)cc1,2,i,i,5,i,i,-5,i,i,-6,i
Cc1ccc(SCC(=O)Nc2nccs2)cc1,-4,i,i,0,i,i,-11,i,i,x,i
COc1cccc(/C=N/NC(=O)CCn2cnc3ccccc32)c1,0,i,i,2,i,i,-4,i,i,13,i
CCOc1cc(C2C(C#N)=C(N)OC(C)=C2C(C)=O)cc(Br)c1O (stereo not drawn),-10,i,i,13,i,i,-13,i,i,-2,i
CCC(=O)N(CCC(Cc1ccccc1)c1ccc2c(c1)OCO2)Cc1ccccc1F (stereo not drawn),1,i,i,-2,i,i,-11,i,9*,0,-13*
CCOc1ccc(S(=O)(=O)N/N=C(\C)C2CCCCC2)cc1,-1,i,i,-1,i,i,-9,i,i,-7,i
O=C(Oc1cc(-c2ccccc2)no1)c1cccc(C(F)(F)F)c1,-1,i,i,-2,i,i,-12,i,i,4,i
COc1ccc(C(=O)N2CCN(c3ncnc4c(-c5ccccc5)nsc34)CC2)cc1,-5,i,i,x,i,i,-8,i,i,-2,i
Nc1[nH]n(-c2ccccc2)c(=O)c1N=Nc1ccccc1[N+](=O)[O-],1,i,i,-2,i,i,-5,i,i,4,i
COCCn1c(-c2ccc(OC)cc2)nc2ccccc21,1,i,i,0,i,i,-4,i,i,6,i
O=C(Nc1ccc(F)cc1)c1ccccc1Oc1ccc(C(F)(F)F)cc1[N+](=O)[O-],2,i,i,-2,i,i,-2,i,i,2,i
CNC(=O)CSCc1c(Cl)cccc1Cl,-1,i,i,-1,i,i,-6,i,i,11,i
Cc1occc1C(=O)NCc1nc(-c2ccccc2)no1,-2,i,i,-1,i,i,-10,i,i,-4,i
COc1ccc(S(=O)(=O)Nc2c(C)c(C)cc3c2ncn3C)cc1,-1,i,i,0,i,i,-8,i,i,-1,i
COc1ccc(OC)c(N(CC(=O)NCc2ccccc2)S(=O)(=O)c2ccc(OC)c(OC)c2)c1,0,i,i,0,i,i,-9,i,i,3,i
CCC(C)NC(=O)CCc1c(C)nc2c(c(C)nn2-c2ccccc2)c1C (stereo not drawn),2,i,i,1,i,i,-11,i,i,3,i
Cc1cccc(OP(=O)(Nc2c(C)n(C)n(-c3ccccc3)c2=O)Oc2cccc(C)c2)c1,1,i,i,x,i,i,-9,i,i,2,i
CN1CCN(c2ncc3c(n2)CC(c2ccccc2F)CC3=O)CC1 (stereo not drawn),-20,i,i,-2,i,i,0,i,i,x,i
CCOC(=O)c1ccc(NC(=O)c2ccc(CN3CCOCC3)cc2)cc1,5,i,i,-1,i,i,-12,i,i,-3,i
COc1ccccc1C(=O)N1CCN(c2ccccn2)CC1,1,i,i,2,i,i,-7,i,i,x,i
CC(=O)N1c2ccc(S(=O)(=O)NCC3CCC(C(=O)Nc4cc(C)ccn4)CC3)cc2CC1C (stereo not drawn),-3,i,i,1,i,i,-8,i,i,-6,i
